Pin1 inhibitor = human Pin1 inhibition; Pin1 FP peptide displacement, HiFluor488, 10 min; Potency, µM (doses to about 115 µM), for inactives: at the top dose activity, negative = inhibition, usual class: inhibitors; actives 0.009% (n = 390,000); active = well fitted inhibition curve with a large enough effect in the polarisation, with a control signal flat, not every such curve was filed as active; inconclusive = small, poorly fitted or top-dose-only effect, or effect the other way, or a change in a side signal; inactive = no such curve, though single readings can be large or run the other way; the % refers to the polarisation; note: potency is the fitted concentration of half-maximal effect; % is set by controls: 0 for no effect and ±100 for the full control effect
PI4K2A block = inhibitors of human PI4K2A. Q9BTU6. purified PI4K2A, ADP-Glo luminescence, 1 h; stronger effect = lower value. activity change, negative = inhibition, % at 76.9 µM. actives 0.13% (n = 420,000); in the data active = activity change below about -50%; inconclusive = mostly about -30% to -49%;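 note: -100% = wells without enzyme as full effect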
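In this quantitative HTS, ADP production by PI4K2A was quantified luminescently after 1 h at ambient temperature; 100 microM adenosine served as plate-quality control.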
USP1 inh = blocks the human USP1/UAF1 deubiquitinase complex; O94782; recombinant USP1/UAF1, Ub-Rhodamine cleavage fluorescence; Potency, µM (highest dose often 57.1 µM), for inactives: at the highest dose activity change, negative = inhibition, usual class: inhibitors; actives 0.23% (n = 390,000); note: potency is the fitted concentration of half-maximal effect; % is set by controls: 0 for no effect and ±100 for the full control effect; nearly all actives have a fitted effect of over 60% in size; inactives centre near -12
Target sequence (O94782 whole entry, looked up): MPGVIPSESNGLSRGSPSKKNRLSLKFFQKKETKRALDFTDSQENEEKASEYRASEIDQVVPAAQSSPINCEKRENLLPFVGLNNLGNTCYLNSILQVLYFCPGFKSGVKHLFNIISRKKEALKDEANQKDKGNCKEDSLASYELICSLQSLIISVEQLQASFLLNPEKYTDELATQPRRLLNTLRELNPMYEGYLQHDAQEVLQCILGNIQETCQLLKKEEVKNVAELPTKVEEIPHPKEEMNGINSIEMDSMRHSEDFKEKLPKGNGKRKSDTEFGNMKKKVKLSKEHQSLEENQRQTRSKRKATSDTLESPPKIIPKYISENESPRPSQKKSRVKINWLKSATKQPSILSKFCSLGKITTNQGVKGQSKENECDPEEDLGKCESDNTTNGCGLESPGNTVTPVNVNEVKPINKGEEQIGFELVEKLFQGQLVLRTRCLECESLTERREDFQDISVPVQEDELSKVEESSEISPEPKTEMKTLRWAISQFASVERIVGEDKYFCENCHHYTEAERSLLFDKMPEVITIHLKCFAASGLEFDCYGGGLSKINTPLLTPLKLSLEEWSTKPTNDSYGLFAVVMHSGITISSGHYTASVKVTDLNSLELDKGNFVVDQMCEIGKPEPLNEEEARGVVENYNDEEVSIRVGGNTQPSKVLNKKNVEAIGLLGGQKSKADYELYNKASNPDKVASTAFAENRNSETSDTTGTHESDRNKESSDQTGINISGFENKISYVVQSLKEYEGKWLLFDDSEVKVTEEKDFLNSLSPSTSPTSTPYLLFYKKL
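Step one: compound is pinned into 1nM USP1/UAF1 in HEPES pH 7.8 buffer with TCEP. Step two: 15 min room-temperature incubation. Step three: Ub-Rho (150nM final) starts cleavage, tracked by fluorescence over six one-minute reads.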
HP1b chromo inh = inhibitors of HP1-beta chromodomain binding to methylated histone tails; P83916; AlphaScreen HP1-beta / biotin-H3K9me3 peptide binding; Potency, µM (titrated, usually from 114 µM), inactives show top-dose activity change, negative = inhibition, most hits filed as inhibitors; actives 0.56% (n = 390,000); AID 540317; note: potency is the fitted concentration of half-maximal effect; nearly all actives have a fitted effect of over 70% in size; inactives centre near 23
Target sequence (P83916 whole entry, looked up): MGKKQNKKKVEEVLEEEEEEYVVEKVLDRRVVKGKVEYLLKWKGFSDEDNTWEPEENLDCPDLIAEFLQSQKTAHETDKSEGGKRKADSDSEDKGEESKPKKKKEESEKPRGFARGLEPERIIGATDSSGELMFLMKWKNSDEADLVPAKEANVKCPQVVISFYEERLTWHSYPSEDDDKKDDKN
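AlphaScreen: HP1-beta (50 nM) preformed 30 min with biotin-H3(1-18)K9me3 peptide (50 nM) in PBS pH 7.4, 0.01% Tween-20. Compound added for 30 min at RT, then streptavidin donor/nickel chelate acceptor beads (10 ug/mL) for 30 min.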
mIDH1 inhibitor = blocks human mutant IDH1 R132H enzyme; Potency, µM (series often up to 76.6 µM), inactives show at the highest dose activity change, negative = inhibition, most hits filed as inhibitors; actives 0.093% (n = 390,000); IDH1-R132H enzyme, NADPH consumption, diaphorase/resazurin fluorescence; O75874; note: potency is the fitted concentration of half-maximal effect; % is set by controls: 0 for no effect and ±100 for the full control effect; nearly all actives have a fitted effect of over 65% in size
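IDH1-R132H (0.5 ug/mL) preincubated 30 min with compound, then NADPH (0.016 mM) and alpha-KG (2 mM) added; 80 min at RT, pH 7.5. Remaining NADPH coupled via diaphorase/resazurin to fluorescence (540/590 nm); concentration-response curves normalized to no-enzyme control.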
Tb PGK inh = T. brucei PGK inhibition; PGK/GAPDH coupled, Kinase-Glo luminescence, 60 min; Potency, µM (titrated, usually from 57.5 µM), inactives show top-dose activity change, negative = inhibition, actives largely listed as inhibitors; actives 0.043% (n = 380,000); AID 602233; note: potency is the fitted concentration of half-maximal effect; % is set by controls: 0 for no effect and ±100 for the full control effect; nearly all actives have a fitted effect of over 60% in size
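Recombinant glycosomal PGK reaction used 1,3-bisphosphoglycerate generated in-well by GAPDH (100nM final) in 100mM TEA pH 7.6, 5mM MgCl2, 0.01% Tween-20. After 60 minutes at room temperature, ATP was read by Kinase-Glo Plus luminescence end-point.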
rTrxR1 inhibitor = inhibitors of rat thioredoxin reductase 1; AID 588453; recombinant rTrxR1, NADPH fluorescence consumption, selenite substrate; Potency, µM (highest dose often 114 µM), inactives show at the highest dose activity change, negative = inhibition, usual class: inhibitors; actives 1% (n = 390,000); O89049; note: potency is the fitted concentration of half-maximal effect; % is set by controls: 0 for no effect and ±100 for the full control effect; nearly all actives have a fitted effect of over 65% in size
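Rat TrxR1 (90 nM in the dispensed reagent) was pre-reduced with 400 uM NADPH for 5 min at room temperature, then incubated with compound for 15 min. After 400 uM selenite was added, NADPH fluorescence (Ex 340/Em 450 nm) was followed for 8 min.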
GLS inh = glutaminase GLS (human) inhibition; GLS enzymatic activity, qHTS titration; Potency, µM (titrated, usually from 45.5 µM), for the others: top-dose activity change, negative = inhibition, most hits filed as inhibitors; actives 0.21% (n = 410,000); note: potency is the fitted concentration of half-maximal effect; % is set by controls: 0 for no effect and ±100 for the full control effect
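Compounds were pin-transferred onto hKGA, after which L-glutamine (1 mM solution) and a detection mix of glutamate oxidase, HRP and Amplex Red were added. Initial and 30 min RT fluorescence reads were collected.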
TrxR1 substrate = is turned over as a substrate by rat TrxR1 | O89049 | purified TrxR1 substrate turnover, NADPH consumption readout | Potency, µM (titrated, usually from 114 µM), for the others: at the top dose activity change, negative = substrate turnover | actives 0.01% (n = 390,000) | AID 588456; note: potency is the fitted concentration of half-maximal effect; % is set by controls: 0 for no effect and ±100 for the full control effect; nearly all actives have a fitted effect of over 50% in size
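Rat TrxR1, dispensed at 90 nM, was prereduced with 400 uM NADPH (final) for 5 min at ~22 deg C, then incubated with compound 15 min before 400 uM selenite. A first-read NADPH fluorescence drop versus no-compound background flagged substrates.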
* hit, by the source's call; i = inactive; u = inconclusive; x = no result given; [ ] = dose if it differs, or a comment. Unless noted, calls come from the whole dose curve; as a rule, active = well fitted curve in the direction sought with a large enough effect; inconclusive = small, poorly fitted or top-dose-only effect, or another doubt; inactive = no such curve, though single readings can be large; an effect the other way counts as inactive or inconclusive. Not all compounds are listed (hit frequency here may not be typical).

SMILES	Pin1 inhibitor	PI4K2A block	USP1 inh	HP1b chromo inh	mIDH1 inhibitor	Tb PGK inh	rTrxR1 inhibitor	GLS inh	TrxR1 substrate
CCOC(=O)Nc1cc2c(c(N)n1)N=C(c1ccccc1)CN2	u	-11	u	58%[activator]	6%	-1%	0%[11.4 µM]	u	-7%[11.4 µM]
CCCCNC(=O)NS(=O)(=O)c1cnccc1Sc1ccc(Cl)cc1	-14%	-8	-17%	19%	0%	i	18%[57.1 µM]	13%	-13%
CC(C)CCN1CC(C(=O)NCCC2=CCCCC2)CC1=O (centres undefined)	-1%	3	5%	9%	-8%	x	28%	1%	6%
COc1ccc(-c2cccc(C(=O)Nc3cccc(C(=O)O)c3)c2)cc1	0%	5	-23%	24%	0%	-3%	6%[57.1 µM]	15%	6%[57.1 µM]
COc1ccc(/C(C)=N/NC(=O)Cn2nc([N+](=O)[O-])cc2C)cc1	-3%	0	-25%	23%	1%	8%	19%[11.4 µM]	4%	10%[11.4 µM]
Cc1cccc(-c2cc(=O)c(C(=O)O)cn2-c2ccc(F)cc2F)c1	4%	-6	u	11%	3%[38.3 µM]	2%	-3%	3%	-6%
CC(=O)Nc1ccc(OCc2nnc(-c3ccc(Cl)cc3)o2)cc1	1%	-4	-7%	28%	0%	-8%	6%	4%	1%
O=C(Cn1ccc2cc(S(=O)(=O)N3CCCC3)ccc21)NCc1ccccc1	2%	2	-12%	41%[activator]	3%	i	14%	-8%	-3%
O=C(NCc1cccc(F)c1)c1cccc(OC2CCN(C(=O)C3CC3)CC2)c1	0%	-2	-5%	24%	0%	i	3%	4%	-3%
CCCn1cc(S(=O)(=O)c2ccccc2)c(=O)c2cc(CC)ccc21	-1%	0	-12%	46%[activator]	-3%	1%	26%	3%	0%
CN(C)NC(=O)c1ccc([N+](=O)[O-])s1	1%	3	-3%	31%	3%	2%	14%	32%[activator]	-8%
CC(=O)Oc1ccc(-c2cccc(C(=O)N3CCCCC3)c2)cc1	-11%	11	-11%	30%	-5%	i	18%	-8%	2%
C[C@H](O)[C@@H]1C(=O)N2CCc3ccc(-c4ccccc4)cc3[C@@H]2C[C@@H]1N(C)C(=O)NC1CCCCC1	u	0	-23%	13%	-6%[38.3 µM]	2%	6%	-4%	-4%
COC(=O)CC1=C(C(=O)OC)C(c2cccc(OCC(N)=O)c2)C(C#N)=C(N)O1 (centres undefined)	u	16	-7%	40%	9%	-7%	-17%	16%	4%
O=S(=O)(CCN1CCOCC1)c1ccccc1	6%	-1	-20%	22%	-1%	-2%	-31%	3%	-20%
COC(=O)c1c(NC(C)=O)sc(C(=O)Nc2ccccc2C)c1C	-4%	-3	-12%	44%[activator]	0%	-8%	0%	-2%	3%
CCNC(=O)N(C)C[C@H]1N[C@@](C)(C(=O)OC)[C@H]2C(=O)N(C)C(=O)[C@@H]12	-3%	0	-8%	27%	3%	-2%	8%	5%	2%
Cc1cc(NC(=O)c2c(Cl)cccc2Cl)no1	3%	-1	-23%	55%[activator]	-4%	1%	2%	-4%	-5%
CCCCn1cc([N+](=O)[O-])nc1C	0%	1	-24%	37%	10%	i	12%	-8%	-5%
CCCOc1c(Cl)cc(C(=O)Nc2ccc3c(c2)OCO3)cc1OCC	-4%	0	u	14%	5%	0%	-26%	-9%	-20%
CCOc1ccc(NS(=O)(=O)c2ccc(C(=O)NC3CCC(O)CC3)cc2)cc1 (centres undefined)	-1%	-3	-15%	19%	4%	-5%	4%	-5%	-4%
C/C(=C\c1ccccc1)C(=O)NCCCn1ccnc1	-2%	-16	-21%	25%	-6%	x	30%	0%	1%
O=C(CNC(=O)c1ccccc1C(F)(F)F)N/N=C/c1cccs1	-3%	11	-2%	9%[57 µM]	4%	-8%	12%	10%	-10%
CC(=O)Nc1ccc(S(=O)(=O)N2CCSC2c2ccccc2Cl)cc1 (centres undefined)	-2%	-8	-16%	15%	7%	-1%	-9%	0%	-7%
Cc1ccc(NC(=O)C(C)Oc2ccccc2)cc1S(=O)(=O)N1CCCCCC1 (centres undefined)	17%	-4	-16%	40%[activator]	-3%	-7%	16%	1%	-11%
(further entries)
SMILES	Pin1 inhibitor	PI4K2A block	USP1 inh	HP1b chromo inh	mIDH1 inhibitor	Tb PGK inh	rTrxR1 inhibitor	GLS inh	TrxR1 substrate
CC1CN(C(=O)CSc2nnc(CNC(=O)c3ccc(S(=O)(=O)N(C)C)cc3)o2)CC(C)O1 (centres undefined)	-1%	0	-1%	42%[activator]	5%	-2%	-8%	11%	-9%
COCCNC(=O)CN(C(=O)CCC(=O)Nc1ccccn1)c1ccc(C)cc1	8%	5	-3%	61%[activator]	0%	-5%	22%	5%	4%
O=C(COc1ccc(F)cc1F)N1CCCCCCC1	-1%	1	-3%	36%	9%	5%	-2%[57.1 µM]	6%	7%[2.29 µM]
Cc1c(Cl)cnc(NC(=O)COC(=O)c2ccncc2)c1Cl	u	-3	-12%	-9%	10%	-3%	-14%	-7%	-3%
CCCCN(Cc1cccs1)S(=O)(=O)c1csc(C(N)=O)c1	1%	-5	-20%	42%[activator]	-6%	3%	-1%	-7%	-1%
CS(=O)(=O)N1CCN(CC(=O)NC2CCCCC2)CC1	-1%	-3	-5%	-7%	9%	-4%	8%[11.4 µM]	-11%	4%[11.4 µM]
Cc1nn(-c2ccccc2)c(N)c1Sc1ccc([N+](=O)[O-])cc1	2%	-7	-22%	u	0%	i	-9%	12%	-9%
COCCN(C(=O)c1ccccc1Oc1ccccc1)c1c(N)n(CC(C)C)c(=O)[nH]c1=O	0%	-1	-3%	26%	-2%	-5%	26%	-3%	0%
COc1cc(OC)cc(C(=O)Nc2cc(-c3nc4ccccc4[nH]3)ccc2C)c1	8%	2	-23%	27%	9%	-2%	14%	1%	4%
O=C(CN1C(=O)NC(Cc2ccccc2)C1=O)Nc1ccccc1 (centres undefined)	-7%	3	-16%	22%	0%	-9%	-6%	-1%	-2%
Cc1ccc(C(=O)c2ccc([N+](=O)[O-])cc2)cc1	u	-2	-6%	-10%	1%	2%	5%	16%	7%
Cc1ccccc1/C=N/NC(=O)Cn1nnc(N)n1	-7%	3	-5%	0%	16%	-3%	1%[57.1 µM]	5%	10%[57.1 µM]
CN1C(=O)N(C)c2ccc(C=O)c3cccc1c23	x	4	-12%	87%[activator]	2%	-7%	12%[57.1 µM]	-6%	3%[57.1 µM]
O=C(OCc1cnc(Cl)s1)c1cccc(Cl)c1Cl	2%	5	-13%	235%	3%	i	-3%[57.1 µM]	-1%	1%[57.1 µM]
O=C(N=C1c2ccccc2CN1c1cccc(Cl)c1)c1cccnc1	-8%	-3	-13%	50%[activator]	17%	-8%	1%	-8%	9%
COc1cccc(C(=O)O/N=C(\N)c2ccc([N+](=O)[O-])cc2)c1OC	-7%	-1	-24%	23%	1%	0%	5%[57.1 µM]	-8%	-9%[57.1 µM]
CC1CCC(Nc2nnnn2-c2ccccc2)CC1 (centres undefined)	-9%	-1	-14%	27%	2%	x	15%	0%	-1%[57.1 µM]
Cc1cc(NC(=O)CSCC(=O)NC(C)c2ccccc2)no1 (centres undefined)	0%	-1	-3%	39%	0%	0%	16%	3%	4%

Part of the list above in order of count of non-hydrogen atoms, largest number first:
SMILES	Pin1 inhibitor	PI4K2A block	USP1 inh	HP1b chromo inh	mIDH1 inhibitor	Tb PGK inh	rTrxR1 inhibitor	GLS inh	TrxR1 substrate
O=C(NCc1cccc(F)c1)c1cccc(OC2CCN(C(=O)C3CC3)CC2)c1	0%	-2	-5%	24%	0%	i	3%	4%	-3%
O=C(Cn1ccc2cc(S(=O)(=O)N3CCCC3)ccc21)NCc1ccccc1	2%	2	-12%	41%[activator]	3%	i	14%	-8%	-3%
Cc1cccc(-c2cc(=O)c(C(=O)O)cn2-c2ccc(F)cc2F)c1	4%	-6	u	11%	3%[38.3 µM]	2%	-3%	3%	-6%
COc1ccc(/C(C)=N/NC(=O)Cn2nc([N+](=O)[O-])cc2C)cc1	-3%	0	-25%	23%	1%	8%	19%[11.4 µM]	4%	10%[11.4 µM]
CCOC(=O)Nc1cc2c(c(N)n1)N=C(c1ccccc1)CN2	u	-11	u	58%[activator]	6%	-1%	0%[11.4 µM]	u	-7%[11.4 µM]
CCCCN(Cc1cccs1)S(=O)(=O)c1csc(C(N)=O)c1	1%	-5	-20%	42%[activator]	-6%	3%	-1%	-7%	-1%
CN1C(=O)N(C)c2ccc(C=O)c3cccc1c23	x	4	-12%	87%[activator]	2%	-7%	12%[57.1 µM]	-6%	3%[57.1 µM]
Cc1cc(NC(=O)c2c(Cl)cccc2Cl)no1	3%	-1	-23%	55%[activator]	-4%	1%	2%	-4%	-5%

Bioassay records as filed in PubChem BioAssay.
